Source: PubChem BioAssay (National Center for Advancing Translational Sciences (NCATS))
NPSR antag: blocks cAMP signaling of the human neuropeptide S receptor; AID 1461; Q6W5P4; Potency, µM (top dose mostly 38.3 µM), inactives show at the top dose activity change, negative = inhibition, hits mostly inhibitors; CHO-NPSR cells, cAMP TR-FRET, antagonist mode; actives 1% (n = 220,000); note: % is set by controls: 0 for no effect and ±100 for the full control effect; nearly all actives have a fitted effect of over 50% in size; many of its hits are not listed in these tables
Epigenetic reg: derepresses silenced GFP reporter in murine cells | actives 0.2% (n = 280,000) | Potency, µM (series often up to 53.9 µM), without a hit: top-dose GFP activation, actives largely listed as activators | AID 1865 | murine LDR cells, GFP reporter derepression, 30 h; note: % of control where 0% means no effect; nearly all actives have a fitted effect of over 60% in size
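Derepression of a silenced CMV-GFP reporter in murine LDR cells is scored by enumerating GFP-positive cells with a laser-scanning microplate cytometer after 30 hours of treatment at 37 C.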
KDM4E inh: blocks human JMJD2E demethylase activity; JMJD2E catalytic domain, FDH-coupled NADH fluorescence (FDH is formaldehyde dehydrogenase); Potency, µM (highest dose often 57.1 µM), inactives show top-dose activity change, negative = inhibition, actives largely listed as inhibitors; actives 1.6% (n = 230,000); AID 2147; active = well fitted inhibition curve with a large enough effect, not every such curve was filed as active; inconclusive = small, poorly fitted or top-dose-only effect, or another doubt; inactive = no such curve, though single readings can be large or run the other way;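 note: 0% = wells with enzyme and -100% = buffer wells without enzyme; nearly all actives have a fitted effect of over 50% in size; many of its hits are not listed in these tables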
Target sequence (B2RXH2 1-337 limits assumed): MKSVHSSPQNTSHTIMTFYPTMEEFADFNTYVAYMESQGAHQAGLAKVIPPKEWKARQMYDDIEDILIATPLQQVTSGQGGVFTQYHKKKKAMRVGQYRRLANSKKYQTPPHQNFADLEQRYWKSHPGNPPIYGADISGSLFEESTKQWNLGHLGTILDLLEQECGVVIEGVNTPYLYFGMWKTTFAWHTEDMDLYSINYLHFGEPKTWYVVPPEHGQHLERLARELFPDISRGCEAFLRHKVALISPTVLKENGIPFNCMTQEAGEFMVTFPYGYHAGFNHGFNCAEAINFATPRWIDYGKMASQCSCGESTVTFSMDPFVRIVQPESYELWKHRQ
RECQ1 inh: inhibitors of human RECQ1 DNA helicase | P46063 | RECQ1 DNA unwinding, red fluorescence kinetic read | Potency, µM (series often up to 57.3 µM), for the others: top-dose activity, negative = inhibition, usual class: inhibitors | actives 0.54% (n = 240,000);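 note: plate controls were vehicle for no effect and no enzyme for full effect; nearly all actives have a fitted effect of over 30% in size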
Target sequence (P46063 whole entry, looked up): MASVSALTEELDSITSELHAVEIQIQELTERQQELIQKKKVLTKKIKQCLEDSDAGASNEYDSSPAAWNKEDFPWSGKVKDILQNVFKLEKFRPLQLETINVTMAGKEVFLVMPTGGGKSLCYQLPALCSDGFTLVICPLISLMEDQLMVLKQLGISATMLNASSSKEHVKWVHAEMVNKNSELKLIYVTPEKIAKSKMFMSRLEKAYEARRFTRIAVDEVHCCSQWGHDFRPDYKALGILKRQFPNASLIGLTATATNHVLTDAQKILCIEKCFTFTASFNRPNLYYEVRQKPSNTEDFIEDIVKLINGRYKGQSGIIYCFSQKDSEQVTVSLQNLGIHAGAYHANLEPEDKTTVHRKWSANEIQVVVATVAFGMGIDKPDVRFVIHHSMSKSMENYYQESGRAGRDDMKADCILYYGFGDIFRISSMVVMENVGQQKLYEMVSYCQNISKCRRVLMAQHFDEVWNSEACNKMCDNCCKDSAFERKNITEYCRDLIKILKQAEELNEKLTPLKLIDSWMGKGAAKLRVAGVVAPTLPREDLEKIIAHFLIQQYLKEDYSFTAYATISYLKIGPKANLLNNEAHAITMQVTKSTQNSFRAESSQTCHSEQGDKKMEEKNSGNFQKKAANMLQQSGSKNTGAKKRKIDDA
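50 nM RECQ1T1 preincubated 15 min with compound in Tris pH 8.0 buffer with MgCl2, DTT, Tween-20 and 2.5 ug/ml poly(dI-dC); started with 200 nM TAMRA/BHQ-2 forked duplex and 2 mM ATP. Unwinding read as fluorescence (525/598 nm), two reads 2 h apart.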
SMN2 splice up: increases expression of the SMN2 splice variant; HEK293 SMN2-luciferase splicing reporter, luminescence, 30-36 h; Potency, µM (top dose mostly 46.1 µM), without a hit: at the top dose activity change, positive = activation, hits mostly activators; actives 2.8% (n = 210,000); note: % of control where 0% means no effect; nearly all actives have a fitted effect of over 55% in size
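qHTS luciferase splicing reporter: luminescence rises when SMN2 exon 7 is included in transfected HEK293 cells. Compound exposure lasted 30-36 h at 37C, with 4.5 mM final sodium butyrate as control, followed by a ONE-Glo read.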
IMPase Li inh: IMPase inhibition in cells with lithium potentiation; CHO-M1 cells, IP1 TR-FRET (IP-One), carbachol + lithium; Potency, µM (series often up to 59.4 µM), for the others: at the highest dose activity, negative = IMPase inhibition, actives largely listed as inhibitors; actives 0.35% (n = 210,000); AID 1457;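 note: IP1 builds up when IMPase is blocked and the TR-FRET signal falls; plate controls were basal vehicle for no effect and high inhibitor control for full effect; nearly all actives have a fitted effect of over 50% in size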
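Steps: plate 2000 CHO-M1 cells per well and culture 16–30 h; add compound and lithium; incubate 30 min, 37C; add d2-IP1 tracer and Eu cryptate anti-IP1 antibody in lysis buffer; read after 10 min at room temperature.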
GoLoco inh red: blocks human Gai1 binding to RGS12 GoLoco peptide, red readout; Gai1:RGS12 GoLoco peptide FP, rhodamine, 10 min; actives 0.44% (n = 230,000); Potency, µM (doses to about 61.6 µM), without a hit: top-dose activity, negative = inhibition, actives largely listed as inhibitors; P63096; AID 880; active = well fitted inhibition curve with a large enough effect, not every such curve was filed as active; inactive = no such curve, though single readings can be large or run the other way; note: % is set by controls: 0 for no effect and ±100 for the full control effect; nearly all actives have a fitted effect of over 30% in size; many of its hits are not listed in these tables
KinaseGlo FLuc: Kinase-Glo luciferase inhibition (counter-screen). Q27757. Kinase-Glo luciferase, ATP luminescence, 8 min. Potency, µM (top dose mostly 38.3 µM), inactives show at the top dose activity change, negative = inhibition, usual class: inhibitors. actives 0.28% (n = 200,000). AID 1379; note: % is set by controls: 0 for no effect and ±100 for the full control effect; nearly all actives have a fitted effect of over 60% in size
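Luminescence was the read-out, taken after 8-minute incubation at ambient temperature. Luciferase turned over luciferin with 10 uM ATP in imidazole pH 7.2 buffer containing KCl, MgCl2, Tween 20 and BSA.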
Starred values were filed as active, the others as inactive; [ ] = another dose, or the depositor's remark. Unless noted, calls come from the whole dose curve; as a rule, active = well fitted curve in the direction sought with a large enough effect; inconclusive = small, poorly fitted or top-dose-only effect, or another doubt; inactive = no such curve, though single readings can be large; an effect the other way counts as inactive or inconclusive. Potency is the fitted concentration of half-maximal effect. Some of the compounds tested. The share of hits here may be higher or lower than overall.

Results for CCCc1[nH][nH]c(=O)c1C(c1ccccc1)C(C#N)C#N (stereo unspecified) ?
NPSR antag: -1%[46.1 µM]; Epigenetic reg: 0.0%; KDM4E inh: -4%; RECQ1 inh: 2%; SMN2 splice up: -3%; IMPase Li inh: 22%[38.3 µM]; GoLoco inh red: 13%; KinaseGlo FLuc: 1%

How did O=C(NC1CC1)C1=C[C@@H](c2c[nH]c3ccccc23)C[C@@H](OCc2ccc(CO)cc2)O1 do in these assays?
NPSR antag: -6%; Epigenetic reg: 1.6%; KDM4E inh: 25µM*; RECQ1 inh: 29%; GoLoco inh red: 9%

What do the screens show for `CCOC(=O)CSc1n[nH]c(NC(=O)CC)n1`?
NPSR antag: -31%; Epigenetic reg: 1.1%; KDM4E inh: -6%; RECQ1 inh: 6%; IMPase Li inh: -1%; GoLoco inh red: -28%

Results for CC(=O)Nc1ccc(-c2csc(N/N=C(/C)c3ccccc3)n2)cc1 ?
NPSR antag: 13%; Epigenetic reg: -1.0%; KDM4E inh: inconclusive; RECQ1 inh: inactive; GoLoco inh red: 8%

How did COc1ccc(CCNC(=O)C2CCCN2C(=O)Nc2cccc(C(C)=O)c2)cc1OC (stereo unspecified) do in these assays?
NPSR antag: 3%[46.1 µM]; Epigenetic reg: -8.6%; KDM4E inh: 0%; RECQ1 inh: -9%

How did CN(C)CCCN(C(=O)COc1ccc(Cl)cc1)c1nc2ccc(F)cc2s1 do in these assays?
NPSR antag: -45%; Epigenetic reg: -5.4%; KDM4E inh: 6%; RECQ1 inh: 1%; SMN2 splice up: 8%; IMPase Li inh: -7%; GoLoco inh red: 27%; KinaseGlo FLuc: 4%

How did CN(C)CCCNc1ccc(-c2cc(Nc3cccc(Cl)c3)ncn2)cn1 do in these assays?
NPSR antag: -1%; Epigenetic reg: -0.2%; KDM4E inh: inconclusive; RECQ1 inh: -19%; GoLoco inh red: -2%

How did CCc1nnc(NC(=O)C(C)N2C(=O)C3C4C=CC(C4)C3C2=O)s1 (stereo unspecified) do in these assays?
NPSR antag: 1%[46.1 µM]; Epigenetic reg: -1.0%; KDM4E inh: 1%; RECQ1 inh: 7%; SMN2 splice up: 5%; IMPase Li inh: -7%[38.3 µM]; GoLoco inh red: 9%; KinaseGlo FLuc: -2%

Results for COc1ccc(CC(=O)n2[nH]c(=O)cc(C)c2=O)cc1OC ?
NPSR antag: 3%; Epigenetic reg: 1.9%; KDM4E inh: 3%; RECQ1 inh: -8%; GoLoco inh red: -8%

Results for CS(=O)(=O)N(Cc1ccc(Cl)cc1)c1ccc(C(=O)NCc2ccccn2)cc1 ?
NPSR antag: -14%; Epigenetic reg: 1.4%; KDM4E inh: -5%; RECQ1 inh: -11%; GoLoco inh red: 1%

What do the screens show for `Cc1onc(-c2ccccc2)c1C(=O)Nc1sc2c(c1C(N)=O)CCC2`?
NPSR antag: -23%[46.1 µM]; Epigenetic reg: 0.0%; KDM4E inh: 16%; RECQ1 inh: -10%; SMN2 splice up: -19%; IMPase Li inh: 16%[38.3 µM]; GoLoco inh red: 84%[activator]; KinaseGlo FLuc: -1%

Results for O=C(NCCCO)/C(=C\C=C\c1ccccc1)NC(=O)c1ccccc1Cl ?
NPSR antag: -5%; Epigenetic reg: 0.0%; KDM4E inh: inconclusive; RECQ1 inh: -6%; SMN2 splice up: 12%[1.84 µM]; IMPase Li inh: 13%; GoLoco inh red: 5%; KinaseGlo FLuc: 0%

Results for O=C(CSc1nc2ccccc2c(=O)n1Cc1ccc(C(=O)NC2CC2)cc1)NCc1ccco1 ?
NPSR antag: -5%[46.1 µM]; Epigenetic reg: 0.9%; KDM4E inh: 3%; RECQ1 inh: -3%; SMN2 splice up: inconclusive; IMPase Li inh: 26%[38.3 µM]; GoLoco inh red: 9%; KinaseGlo FLuc: -1%

What do the screens show for `O=C1CCN(c2ncccc2[N+](=O)[O-])CC1`?
NPSR antag: 9%; Epigenetic reg: -0.1%; KDM4E inh: -4%; RECQ1 inh: -3%; SMN2 splice up: -10%; IMPase Li inh: 0%; GoLoco inh red: 11%; KinaseGlo FLuc: 1%

Results for O=C1CCC[C@H]1C(=O)Nc1ccc2ccccc2c1 ?
SMN2 splice up: -1%[9.22 µM]; IMPase Li inh: -11%; GoLoco inh red: 14%[14.2 µM]; KinaseGlo FLuc: -2%[7.66 µM]

Results for O=C(/C=C/c1ccccc1)N/C(=C/c1ccccc1)C(=O)Nc1ccccc1O ?
NPSR antag: -25%[46.1 µM]; Epigenetic reg: -1.2%; KDM4E inh: 6%; RECQ1 inh: -25%; SMN2 splice up: -11%; IMPase Li inh: 0%[38.3 µM]; GoLoco inh red: -3%; KinaseGlo FLuc: -4%

Results for COc1ccccc1NC(=S)N1CCC(NC(=O)C23CC4CC(CC(C4)C2)C3)CC1 ?
NPSR antag: 40%; Epigenetic reg: -3.3%; KDM4E inh: 6%; RECQ1 inh: -3%; IMPase Li inh: 6%; GoLoco inh red: 14%; KinaseGlo FLuc: 0%

Results for Cc1ccc(NC(=O)CN(C)C(=O)/C=C/c2cccs2)cc1 ?
NPSR antag: 5%; Epigenetic reg: 1.0%; KDM4E inh: -2%; RECQ1 inh: -4%; SMN2 splice up: 20%; IMPase Li inh: 4%; GoLoco inh red: 6%; KinaseGlo FLuc: 3%

Results for COC1(C)CCC2OC2(C)CCC2C1CC2(C)C (stereo unspecified) ?
Epigenetic reg: -2.0%; KDM4E inh: 1%; RECQ1 inh: -10%; SMN2 splice up: 0%; IMPase Li inh: -8%; GoLoco inh red: 40%[activator]; KinaseGlo FLuc: -2%

How did CCC(CC)C(=O)Nc1ccc(C)cc1O do in these assays?
NPSR antag: -20%; Epigenetic reg: 0.0%; KDM4E inh: -2%; RECQ1 inh: 13%; IMPase Li inh: -4%; GoLoco inh red: 13%; KinaseGlo FLuc: -8%

How did CC(C)OC(=O)c1cc(C(=O)c2cc(Cl)ccc2O)coc1=N do in these assays?
NPSR antag: -7%; Epigenetic reg: 0.0%; KDM4E inh: 3%; RECQ1 inh: 1%; SMN2 splice up: 3%; IMPase Li inh: -3%; GoLoco inh red: 1%; KinaseGlo FLuc: -2%

How did COc1ccc(NC(=O)c2ccc3ccccc3c2)cc1NS(=O)(=O)c1ccc(F)cc1 do in these assays?
NPSR antag: -10%; Epigenetic reg: -2.0%; KDM4E inh: -13%; RECQ1 inh: -9%; SMN2 splice up: 15%; IMPase Li inh: 4%; GoLoco inh red: 5%; KinaseGlo FLuc: -2%

How did S=C(NC12CC3CC(CC(C3)C1)C2)N1CCCC1 do in these assays?
NPSR antag: -1%; Epigenetic reg: 0.0%; KDM4E inh: 6%; RECQ1 inh: -3%; SMN2 splice up: 0%; IMPase Li inh: 2%; GoLoco inh red: 10%; KinaseGlo FLuc: 0%

How did COC(=O)c1c(C)n(-c2ccccc2)c2ccc(O)cc12 do in these assays?
NPSR antag: -11%[46.1 µM]; Epigenetic reg: -2.1%; KDM4E inh: inconclusive; RECQ1 inh: 3%; SMN2 splice up: -12%; IMPase Li inh: -9%[38.3 µM]; GoLoco inh red: -5%; KinaseGlo FLuc: -7%

Results for CC(NCc1ccc(S(N)(=O)=O)cc1)C(=O)Nc1cccc(Cl)c1 (stereo unspecified) ?
NPSR antag: 5%; Epigenetic reg: -1.9%; KDM4E inh: 2%; RECQ1 inh: 10%; GoLoco inh red: -2%

Results for C/C(=N\NC(=O)Cc1cccn1C)c1ccc([N+](=O)[O-])cc1 ?
NPSR antag: -5%; Epigenetic reg: 0.5%; KDM4E inh: -21%; RECQ1 inh: -2%; GoLoco inh red: 9%

Results for CCOC(=O)c1cc(C(=O)OCC)c(=O)[nH]c1C ?
NPSR antag: 5%; Epigenetic reg: 2.9%; KDM4E inh: -1%; RECQ1 inh: -5%; SMN2 splice up: -15%; IMPase Li inh: -3%; GoLoco inh red: -11%; KinaseGlo FLuc: 1%

Results for N#Cc1ccc(Cn2ccnc2C(=O)Nc2ccccc2)cc1 ?
NPSR antag: -14%; Epigenetic reg: 2.6%; KDM4E inh: 1%; RECQ1 inh: inactive; SMN2 splice up: -7%; IMPase Li inh: 13%; GoLoco inh red: -12%; KinaseGlo FLuc: -7%

Results for Nc1c(S(=O)(=O)c2cccs2)c2nc3ccccc3nc2n1Cc1cccs1 ?
NPSR antag: inconclusive; Epigenetic reg: 3.2%; KDM4E inh: inconclusive; RECQ1 inh: -10%; SMN2 splice up: 13%; IMPase Li inh: 1%[38.3 µM]; GoLoco inh red: -3%; KinaseGlo FLuc: -2%

Results for Cc1ccc(/C=N/NS(=O)(=O)c2ccccc2)o1 ?
NPSR antag: 7%; Epigenetic reg: 0.2%; KDM4E inh: -3%; RECQ1 inh: -2%; SMN2 splice up: -26%; IMPase Li inh: 1%; GoLoco inh red: -23%; KinaseGlo FLuc: 6%

How did CC(=O)N[C@H](CC(C)C)C(=O)O do in these assays?
Epigenetic reg: 0.8%; KDM4E inh: 2%; RECQ1 inh: -1%; SMN2 splice up: -1%; IMPase Li inh: 24%; GoLoco inh red: 5%; KinaseGlo FLuc: -1%

What do the screens show for `FC(F)(F)c1cccc(NC(=S)NCCc2ccccn2)c1`?
NPSR antag: -8%[46.1 µM]; Epigenetic reg: -0.9%; KDM4E inh: 6%; RECQ1 inh: -7%; SMN2 splice up: -15%; IMPase Li inh: 2%[38.3 µM]; GoLoco inh red: -1%; KinaseGlo FLuc: -3%

Pulled one by one from above, 2 records:
Results for Cc1ccc(/C=N/NS(=O)(=O)c2ccccc2)o1 ?
NPSR antag: 7%; Epigenetic reg: 0.2%; KDM4E inh: -3%; RECQ1 inh: -2%; SMN2 splice up: -26%; IMPase Li inh: 1%; GoLoco inh red: -23%; KinaseGlo FLuc: 6%

Results for CC(NCc1ccc(S(N)(=O)=O)cc1)C(=O)Nc1cccc(Cl)c1 (stereo unspecified) ?
NPSR antag: 5%; Epigenetic reg: -1.9%; KDM4E inh: 2%; RECQ1 inh: 10%; GoLoco inh red: -2%
